Assay outcomes deposited in PubChem by Sanford-Burnham Center for Chemical Genomics.
Jurkat NFkB inh: lowers PMA/ionomycin-induced NF-kB signal in Jurkat cells | PMA/ionomycin-induced NF-kB luciferase reporter, luminescence | inhibition, % at 4 µM | 330,000 tested, 0.53% active; in the data active = inhibition above about 50%
Mdm2-MdmX inh: inhibitors of human Mdm2/MdmX interaction. SaOS-2 split-luciferase Mdm2/MdmX complementation, luminescence. inhibition, % at 8 µM. O15151+Q00987. AID 485346. 330,000 tested, 3% active;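 active = inhibition of at least 50% at 8 µM in the primary screen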
Target sequence (O15151 whole entry, looked up): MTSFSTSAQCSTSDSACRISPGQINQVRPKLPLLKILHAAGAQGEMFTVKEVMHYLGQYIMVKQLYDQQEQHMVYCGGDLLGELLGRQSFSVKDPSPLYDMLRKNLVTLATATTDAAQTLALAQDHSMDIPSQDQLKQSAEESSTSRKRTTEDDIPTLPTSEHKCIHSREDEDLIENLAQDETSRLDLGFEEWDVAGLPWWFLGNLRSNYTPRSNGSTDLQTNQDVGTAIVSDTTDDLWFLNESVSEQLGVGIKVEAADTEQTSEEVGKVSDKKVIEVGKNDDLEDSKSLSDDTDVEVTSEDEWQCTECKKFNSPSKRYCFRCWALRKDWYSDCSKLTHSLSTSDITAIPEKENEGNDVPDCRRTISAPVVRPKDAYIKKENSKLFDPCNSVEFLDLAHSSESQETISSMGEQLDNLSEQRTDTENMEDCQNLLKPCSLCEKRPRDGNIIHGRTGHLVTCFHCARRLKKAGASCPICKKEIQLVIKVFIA
Target sequence (Q00987 whole entry, looked up): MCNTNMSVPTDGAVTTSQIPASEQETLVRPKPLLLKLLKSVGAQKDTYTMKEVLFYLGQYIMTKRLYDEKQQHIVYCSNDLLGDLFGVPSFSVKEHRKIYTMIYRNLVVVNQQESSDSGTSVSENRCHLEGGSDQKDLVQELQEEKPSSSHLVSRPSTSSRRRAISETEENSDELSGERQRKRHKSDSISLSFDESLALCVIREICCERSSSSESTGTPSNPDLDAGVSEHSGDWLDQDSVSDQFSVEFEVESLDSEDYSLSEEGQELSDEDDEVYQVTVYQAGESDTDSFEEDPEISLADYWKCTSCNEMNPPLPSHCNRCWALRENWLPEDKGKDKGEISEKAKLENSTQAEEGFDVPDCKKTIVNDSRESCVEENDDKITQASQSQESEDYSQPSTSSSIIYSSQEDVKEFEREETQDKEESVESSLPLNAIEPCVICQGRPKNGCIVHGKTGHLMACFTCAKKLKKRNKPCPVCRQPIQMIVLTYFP
UPR CHOP act: apoptotic UPR (CHOP) activation | CHO-CHOP luciferase reporter, luminescence; percent of tunicamycin response over DMSO baseline | activation, % at 10 µM | 330,000 tested, 0.34% active;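 active = at 10 µM dose, activation of 40% or more, normalized to positive control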;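 note: 100% = tunicamycin at 10 µg/mL and 0% = DMSO alone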
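Dosing – one dose, 10 µM in 0.5% DMSO · System – CHO-CHOP cells, stable luciferase reporter of PERK-eIF2a-CHOP signalling · Input – 500 cells/well · Control set – tunicamycin 10 µg/mL final as positive, DMSO-only wells as negative · Timing – 6 h compound treatment, 37 °C · Measure – % activation vs tunicamycin · Technique – luminescence read with Steady-Glo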
TIM10 inh: inhibits growth of TIM10 yeast strain; S. cerevisiae TIM10 strain growth, BacTiter-Glo luminescence, 24 h; 330,000 tested, 1.4% active; inhibition, % at 10 µM;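 active = inhibition of 40% or more at the single tested concentration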;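 note: wild-type TIM10 isogenic control strain grown at permissive 25 °C; 0% = DMSO yeast wells and 100% = minimal medium wells without yeast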
tim10-1 inh: tim10-1 yeast growth inhibition. S. cerevisiae tim10-1 ts strain growth, BacTiter-Glo, 24 h. inhibition, % at 20 µM. 330,000 tested, 2.2% active. AID 463190;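 active = inhibition of at least 40%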;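 note: mutant grown at 25 °C; 0% = DMSO wells with yeast and 100% = wells holding no yeast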
UPR XBP1 act: activators of adaptive arm of unfolded protein response (XBP1); activation, % at 20 µM; CHO-XBP1 luciferase reporter, IRE1-XBP1 UPR activation, luminescence; percent of tunicamycin response, DMSO as zero; 330,000 tested, 0.33% active;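 active = versus positive control, 20 µM dose yields 30% or more activation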;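 note: 100% = tunicamycin at 10 µg/mL and 0% = DMSO only wells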
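Material: CHO cell line with stable XBP1 luciferase reporter; schedule: 16-18 h cell attachment at 37 °C, then 6 h compound exposure; signal: glow luminescence from Steady-Glo reagent; medium: serum-containing F12 medium, 10% FBS; benchmarks: tunicamycin 10 µg/mL and vehicle-only wells; read-out: percent activation relative to tunicamycin reference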
tim23-1 inh: tim23-1 yeast growth inhibition. S. cerevisiae tim23-1 growth, BacTiter-Glo luminescence, 24 h. inhibition, % at 20 µM. 330,000 tested, 1.3% active. AID 463212;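 active = growth inhibition of the mutant yeast at or above 50%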;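 note: temperature-sensitive mutant grown at 25 °C; plate controls were DMSO-treated mutant yeast for no effect and medium wells lacking yeast for full effect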
697 NFkB inh: inhibitors of the PMA/ionomycin-induced NF-kB reporter in 697 B cells | AID 435022 | 697 B-cell NF-kB luciferase reporter, 16 h | 330,000 tested, 0.33% active | inhibition, % at 4 µM; in the data active = inhibition above about 35%
* = called active by the depositor. An unsorted share of the library; about 6.6% have a hit in one of these screens.

The first two compounds, ahead of the listing:
SMILES	Jurkat NFkB inh	Mdm2-MdmX inh	UPR CHOP act	TIM10 inh	tim10-1 inh	UPR XBP1 act	tim23-1 inh	697 NFkB inh
O=C(Nc1cccc(C(F)(F)F)c1)C1C2CC3OC(=O)C1C3C2 (stereo unspecified)	9	-2	2.8	3	10	-3	19	5
CCCN1CCC(=O)N([C@H](CSc2ccccc2)c2ccccc2)CC1	-36	-13	2.4	2	12	6	-6	-14

The listing, from the start:
SMILES	Jurkat NFkB inh	Mdm2-MdmX inh	UPR CHOP act	TIM10 inh	tim10-1 inh	UPR XBP1 act	tim23-1 inh	697 NFkB inh
O=C(Nc1cccc(C(F)(F)F)c1)C1C2CC3OC(=O)C1C3C2 (stereo unspecified)	9	-2	2.8	3	10	-3	19	5
CCCN1CCC(=O)N([C@H](CSc2ccccc2)c2ccccc2)CC1	-36	-13	2.4	2	12	6	-6	-14
CC1(C)NC(=O)N(CCCCOc2ccccc2[N+](=O)[O-])C1=O	-10	-15	1.2	-4	-5	2	4	-2
NC(=O)CN1CCN(C2CC(=O)N(CCc3ccccc3)C2=O)CC1 (stereo unspecified)	9	-14	-0.3	10	2	0	5	12
FC(F)(F)c1cc(Cl)c2nc(-c3ccccc3)cn2c1	-150	-169	5.4	-5	5	-2	17	-191
Cn1nc(-c2ccc(Cl)cc2)c2cc(C(=O)NCC3CCCO3)sc21 (stereo unspecified)	17	15	0.3	12	32	2	38	16
N#Cc1cc(C(=O)c2cc(Cl)ccc2O)cn(-c2ccccc2)c1=O	-15	4	-1.2	24	38	-2	42	1
CS(=O)(=O)N1CCC(C(=O)N2CCN(C(c3ccccc3)c3ccccc3)CC2)CC1	0	19	-1.3	15	2	-3	13	4
C[C@H](NC(=O)c1nc[nH]c1C(=O)NCc1ccc(CNC(=O)OC(C)(C)C)cc1)C(=O)OCc1ccccc1	-4	-5	3.8	4	11	-3	9	-3
COc1ccc(OC)c(-c2cc(C(=O)N3CCCc4ccccc43)no2)c1	-23	4	0.3	11	35	3	35	-17
Cn1cc(C(CC(=O)O)C(=O)O)c2ccccc21 (stereo unspecified)	6	10	-1.1	9	0	-1	16	17
CC(C)N1CCN(S(=O)(=O)c2ccc3ccccc3c2)CC1	2	20	-4.0	-3	20	-5	13	-13

Entries of single compounds, quoted from the list.
Listed for `Cn1nc(-c2ccc(Cl)cc2)c2cc(C(=O)NCC3CCCO3)sc21` (stereo unspecified) : Jurkat NFkB inh: 17; Mdm2-MdmX inh: 15; UPR CHOP act: 0.3; TIM10 inh: 12; tim10-1 inh: 32; UPR XBP1 act: 2; tim23-1 inh: 38; 697 NFkB inh: 16
Listed for `CC1(C)NC(=O)N(CCCCOc2ccccc2[N+](=O)[O-])C1=O` : Jurkat NFkB inh: -10; Mdm2-MdmX inh: -15; UPR CHOP act: 1.2; TIM10 inh: -4; tim10-1 inh: -5; UPR XBP1 act: 2; tim23-1 inh: 4; 697 NFkB inh: -2

(cont.)
SMILES	Jurkat NFkB inh	Mdm2-MdmX inh	UPR CHOP act	TIM10 inh	tim10-1 inh	UPR XBP1 act	tim23-1 inh	697 NFkB inh
CC(=O)N(CN1C(=O)c2ccc([N+](=O)[O-])cc2C1=O)c1ccc(F)cc1	-4	7	0.5	22	22	1	22	24
COc1cccc(N=C2SC(C(=O)Nc3ccccc3F)CC(=O)N2C)c1 (stereo unspecified)	4	19	-3.8	-18	13	-3	8	-9
CCCOc1ccccc1C(=O)NC(CO)C(=O)O (stereo unspecified)	-7	23	-0.9	-9	14	-1	-2	3
CCN(CC)c1ccc(/C=N/NC(=O)c2ccco2)c(O)c1	36	59*	0.2	54*	33	13	75*	-182
C[C@H](NC(=O)c1nc[nH]c1C(=O)N[C@@H](CCCCNC(=O)OC(C)(C)C)C(=O)OC(C)(C)C)C(=O)OC(C)(C)C	11	20	-0.6	10	9	-3	8	-1
CC(NC(=O)C1=CC=CN2CCS(=O)(=O)N=C12)c1ccc(Cl)cc1Cl (stereo unspecified)	2	22	0.6	-1	-1	-1	3	3
CC(=O)Nc1ccc(NC(=O)CSc2nnc(-c3cccs3)n2N)cc1	19	20	0.7	3	-2	-3	4	40*
COc1ccc(C)cc1S(=O)(=O)N1CCCCCC1	-16	3	0.9	-7	6	1	8	-21
Cc1ccc(-c2noc(CCC(=O)NCCCN3CCN(c4ccc(F)cc4)CC3)n2)cc1	-4	19	1.2	4	21	-3	6	-23
COC(=O)c1ccc(CNC(=O)Cn2cnc3c(SC)nc(N)nc32)cc1	-7	-13	1.3	1	-2	-3	4	-11
Nc1ccc(C(=O)Nc2ccc(NC(=O)c3ccco3)c(O)c2)cc1	-7	5	3.6	5	12	3	7	0
COc1cccc(-c2nc(CS(=O)(=O)CC(=O)NCc3ccccc3)c(C)o2)c1	1	10	0.4	5	21	1	22	-10
Cc1ccc(S(=O)(=O)N2CCCC(N3CCOCC3)C2)cc1Cl (stereo unspecified)	-5	8	4.5	-36	-19	-1	1	-13
CCOc1ccc(S(=O)(=O)Nc2ccc(C(=O)N3CCCC3)cc2)cc1C(N)=O	-5	5	1.1	-4	-4	-3	-5	-26
COc1ccc([N+](=O)[O-])cc1NC(=O)CCN1CCN(C)CC1	17	8	0.6	-5	-4	-1	-1	17
CN1CCN(CC(O)c2ccccc2)CC1 (stereo unspecified)	5	11	1.1	-5	10	-3	8	28
CCn1c(=O)c2cc(C(=O)Nc3cc(C)on3)sc2c2ccccc21	-4	42	-1.8	-31	-17	0	-15	34
O=C(NCC1CCCO1)c1ccc(CS(=O)(=O)c2ccc(Br)cc2)o1 (stereo unspecified)	-1	-4	2.4	1	-9	-4	-13	6
CCCCc1ccc(S(=O)(=O)N2CCN(C(=O)c3ccco3)CC2)cc1	1	21	-0.1	23	52*	0	34	-27
CCc1ccn2cc(-c3ccc4c(c3)OCO4)nc2c1	24	62*	-9.6	4	-16	-10	30	-79
Cc1ccc(C(NC(=O)C2CCCCC2)c2c(O)ccc3ccccc23)cc1 (stereo unspecified)	-7	80*	-1.8	11	12	-5	32	10
CC(CNC(=O)c1cc(COc2c(F)cccc2F)on1)Oc1cccnc1 (stereo unspecified)	0	10	-2.0	-9	10	-4	24	-6
Cc1ccc(NC(=O)Cn2cnc3cc([N+](=O)[O-])ccc3c2=O)c(Cl)c1	4	13	1.3	9	-13	-1	-10	22
Cc1ccc(C)c(NC(=O)NNC(=O)c2ccc3ccccc3c2O)c1	-1	15	-0.6	2	-13	-4	7	-25
Nc1nc(F)nc2c1ncn2[C@@H]1O[C@H](CO)[C@@H](O)[C@H]1O	93*	99*	-4.2	15	-4	-7	-10	75*
O=C1CN(C(=O)COC(=O)C2CCN(S(=O)(=O)c3ccccc3C(F)(F)F)CC2)c2ccccc2N1	19	6	-1.2	5	13	-1	11	7
CCN(CC)S(=O)(=O)c1ccc(Cl)c(C(=O)OCC(=O)c2c(N)n(C)c(=O)n(C)c2=O)c1	-3	-3	0.0	7	11	2	19	3
COc1ccc(-c2csc3ncnc(Oc4cccc5ccc(C)nc45)c23)cc1	10	0	0.2	18	21	-2	46	16
CC1Cc2nc(SCC(=O)N3CCOCC3)n(C)c(=O)c2S1 (stereo unspecified)	-8	7	2.9	5	1	-3	-6	-8
CCn1c(CCC(=O)Nc2ccccc2F)nnc1SCC(=O)Nc1ccc(OC)cc1	9	4	1.0	6	6	-4	7	-7
CC1(C)S[C@@H]2[C@H](NC(=O)[C@H](N)c3ccc(O)cc3)C(=O)N2[C@H]1C(=O)O	8	25	-0.2	-4	-11	-7	-6	24
CC(=O)c1cccc(NC(=O)c2ccc(N(C)S(C)(=O)=O)cc2)c1	-7	12	-1.6	8	-8	5	5	1
CCCSc1nc2c(c(=O)[nH]c(=O)n2C)n1Cc1ccc(C)cc1	13	36	-1.4	-2	13	3	10	0
COc1cc(C(=O)Nc2ccc(NC(=O)c3ccco3)nc2)cc(OC)c1OC	5	12	-0.4	30	28	0	24	3
O=C(CSCc1ccccc1Cl)Nc1ccc(C(=O)O)cc1	0	14	1.6	5	0	-5	-3	5
COc1ccc(C2=NOC(C)(c3sc(-c4ccc(Cl)cc4)nc3C)C2)cc1 (stereo unspecified)	-25	12	0.5	2	-22	-2	-2	-12
O=C(O)c1cccc(N=C2NC(=O)C(CO)(CO)S2)c1	-6	-10	2.0	-9	4	-2	14	-8
COc1cccc(-c2nnc(SCC(=O)Nc3ccc4c(c3)OCCO4)n2Cc2ccco2)c1	-14	-14	0.7	7	38	-6	26	-4
Cc1ccc(OCCCN(C)C)c(Br)c1	-24	-7	-3.2	-8	-4	-1	-2	0
CC(C)NC(=O)C1CCN(C2CCN(Cc3nc(C(C)C)cs3)CC2)CC1	7	17	-1.9	-14	-8	-6	-10	13
CN1CCN(Cc2c(O)ccc3c(=O)c(Oc4ccccc4Cl)c(C(F)(F)F)oc23)CC1	15	-8	0.0	-4	-4	-1	7	6
Cc1nc(NC(=O)CN2CCC(O)(c3ccc(F)cc3)CC2)sc1C	3	4	3.9	-11	-10	3	9	17
Cc1nn(C(=O)c2ccc3c(c2)OCO3)c(N)c1-c1ccccc1	-48	12	3.5	18	41*	2	40	-9
COc1ccc(NC(=O)NCCCN2CCC(Cc3ccccc3)CC2)cc1	3	10	-0.4	-5	19	0	9	-28
Cc1ccc(NC(=O)CSc2nnc(C3CCCCC3)n2N)cc1F	-8	25	-2.7	13	13	-1	4	10
COc1ccc(CNS(=O)(=O)c2ccc(S(=O)(=O)N3CCCCC3)cc2)cc1	-2	6	2.5	18	21	-4	12	6
Cc1c(/C=N/NC(=O)CNc2ccccc2)c2ccccn2c1C(=O)c1ccncc1	-1	12	3.5	-6	29	1	3	29
O=C(N[C@H](CO)[C@H](O)c1ccc([N+](=O)[O-])cc1)C(Cl)Cl	12	29	-0.3	0	6	2	14	13
CN(Cc1nc(-c2cccnc2)no1)S(=O)(=O)c1ccccc1	-6	13	-0.1	-9	-20	-1	8	6
CCC(C)Sc1ccc(-c2nc3ccc(C)cn3c2NCc2ccccc2)cc1 (stereo unspecified)	4	-32	2.7	-9	-6	5	19	-61
Cc1cccc(OCC(=O)Nc2ccc(NC(=O)c3ccco3)cc2)c1	20	13	1.3	11	-4	-1	22	-4
COc1ccccc1NC(=O)C(=O)N/N=C(\C)CC(=O)Nc1ccc(OCc2ccccc2)cc1	-21	-9	-1.1	-7	17	2	20	-25
CC1(C)Cc2c(sc3[nH]c(=O)n(CC(=O)NCC4CCCO4)c(=O)c23)CO1 (stereo unspecified)	-5	13	-2.1	4	-16	-7	13	11
CC(=O)c1cccc(NC(=O)CSc2nc(=O)n(CCN3CCOCC3)c3c2CCC3)c1	6	16	-1.6	-9	-1	-2	-10	10
CS(=O)(=O)c1ccc(Cl)c(NC(=O)COC(=O)CNC(=O)c2ccc(Br)o2)c1	6	-15	-2.4	1	-4	-5	-20	23
COc1ccccc1NC(=O)CCSc1nnc(-c2ccncc2)o1	2	-1	-1.3	-17	-9	-2	-4	10
Nc1ccccc1Nc1ccccc1	4	22	3.6	23	22	6	23	-36
COc1ccccc1NC(=O)CN(c1ccccc1C)S(C)(=O)=O	-2	17	1.3	-7	1	-5	-2	11
CSc1cc(C)n(-c2ccccc2)c(=S)c1C(C)=O	-5	5	1.1	-2	-1	0	-5	0
Cc1ccc(CNC(=O)Cc2noc3ccccc23)cc1	-102	-97	-0.1	13	18	-2	-5	-75
Continuation.
SMILES	Jurkat NFkB inh	Mdm2-MdmX inh	UPR CHOP act	TIM10 inh	tim10-1 inh	UPR XBP1 act	tim23-1 inh	697 NFkB inh
COc1ccc(CC(=O)NCc2n[nH]c(=S)n2-c2cccc(Cl)c2)cc1	6	10	-1.4	1	-2	0	3	23
Cc1ccc(C(=O)CC2(O)C(=O)N(CN3CCOCC3)c3ccccc32)cc1 (stereo unspecified)	0	14	-0.8	7	-12	0	-7	11
COc1ccc(-c2cn3cccc(C)c3n2)cc1F	-101	-188	4.5	9	-4	4	0	-98
COc1ccc2oc(C(=O)OCC(=O)NC3CC3)c(C)c2c1	-2	8	-1.6	-4	1	-4	-3	-3
